Compound activity (PubChem)
Cdc25B block: inhibitors of human Cdc25B phosphatase; recombinant Cdc25B, OMFP fluorescence Ex485/Em525; inhibition, %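 (compounds tested at 10 µM final in the well)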; 65,000 tested, 0.1% active; in the data active = inhibition above about 50%
HER2 expr 66K: lowers expression of human Her2 kinase | P04626 | SKBR-3 HER2 protein level, AlphaScreen, 18-24 h; active compounds read low | HER2 level % of control, % at 10 µM | 65,000 tested, 0.69% active;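 active = HER2 level under 5% of the carrier-only control; inconclusive = no clear call, values can overlap the other calls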;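 also: 100% = DMSO carrier and 0% = 500 nM PU-H71 HSP90 inhibitor; lower value means stronger loss of Her2 protein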
SF-1 act: SF-1 (human) activation. CHO-K1 Gal4-SF-1 LBD luciferase reporter; % increase over DMSO SF-1-specific signal. 65,000 tested, 1.9% active. activation, % at 10 µM;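 active = activation above the mean activation of all tested compounds plus 3 SD, cut at about 50% in these data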
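Material: Transient Gal4-SF-1 LBD reporter, CHO-K1 | Input: 4,000 cells/well | Dosing: One dose, 10 µM compound, 1% DMSO | Incubation: 20 h compound treatment, 37 °C | Detection: SteadyLite luciferase luminescence | Evaluation: Percent activation relative to DMSO median and mock-transfected background | Benchmarks: DMSO-treated SF-1-transfected cells as negative, DMSO-treated mock-transfected cells lacking SF-1 as background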
D1 allo mod: allosterically modulates the human D1 dopamine receptor. P21728. HEK293 D1, CRE-luciferase, dopamine EC30 potentiation; actives deviate in either direction. B-score at 10 µM. 58,000 tested, 5.9% active. AID 641;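 active = luminescence count or its row- and column-corrected plate score outside the 99.7% band of the plate's sample wells, on either side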
TNAP act mid DEA: activators of human TNAP at intermediate phosphate acceptor; activation factor at 20 µM; 64,000 tested, under 10 active; purified TNAP, CDP-star luminescence, 100 mM DEA, 30 min; active compounds read high; scale: 0 levamisole-inhibited, 1 vehicle-only enzyme;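 active = activation factor of at least 2 at 20 µM, relative to controls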
Hsp90 block: displaces geldanamycin probe from tumor Hsp90; P07900; NCI-N417 lysate Hsp90, Cy3B-geldanamycin FP displacement; 64,000 tested, 0.35% active; inhibition, % at 30 µM;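 active = inhibition above 50%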;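 also: 0% = tracer plus lysate wells and 100% = tracer alone without lysate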
MKP-1 inh: blocks human MKP-1 phosphatase activity | P28562 | recombinant MKP-1, OMFP hydrolysis fluorescence | inhibition, %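 (compounds tested at a single concentration somewhere between 10 and 100 µM)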 | 65,000 tested, 0.15% active;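 active = inhibition above about 50%, limit read from the data; inconclusive = inhibition over screen mean plus 3 SD, below that limit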;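 also: 0% = DMSO max control wells and 100% = wells with enzyme stopped by NaOH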
RORa activator: activators of human nuclear receptor RORA; CHO-K1 Gal4-RORA LBD luciferase reporter, luminescence; percent increase over mock-subtracted basal signal; 65,000 tested, 1.5% active; P35398; activation, % at 10 µM;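 active = activation above the mean of all tested compounds plus 3 SD, cut at about 49% in these data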;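 also: 0% = DMSO-treated RORA cells and 100% = added signal equal to DMSO minus mock-transfected cells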
FXIIa inh mix: blocks human factor XIIa in pooled compound mixtures | P00748 | purified FXIIa, fluorogenic substrate | inhibition, % at 5 µM | 62,000 tested, 0.2% active; in the data active = inhibition above about 20%, passing the limit was not always enough;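 also: 0% = enzyme without compound and 100% = no enzyme blank; some results filed as inactive read as strong as hits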
* = called active by the depositor; ? = inconclusive; · = not tested or not shown. Rows are unselected; any-hit rate near 8.9%.

SMILES,FXIIa inh mix,TNAP act mid DEA,RORa activator,Cdc25B block,Hsp90 block,SF-1 act,D1 allo mod,MKP-1 inh,HER2 expr 66K
CC(C)CCn1c(=O)c2ccccc2n2c(CN(C)Cc3ccccc3)nnc12,0,0.8,-1,-9,-2,-6,2.2,10,90
O=C(COc1ccc(S(=O)(=O)NC2CCCC2)cc1)N1CCCCCC1,12,1,1,-7,3,-3,0.013,-3,123
CCOC(=O)Cn1cc(C(=O)c2ccco2)c2ccccc21,-18,0.9,-7,-2,0,9,0.63,-16,76
Cc1ccc2nc(NC(=O)CCNS(=O)(=O)c3cccs3)sc2c1,-1,0.8,16,4,·,14,-1,17,45
Cc1ccc(-c2nn(C)c(=O)c3ccccc23)cc1CN1CCOCC1,·,0.8,-15,12,-1,14,2.2,-18,118
CCOc1ccc(N2C(=O)c3cccnc3C2=O)cc1,8,1,4,-14,2,-4,0.76,4,119
CC1=CCC2C(=O)N(c3nc(C)cc(C)n3)C(=O)C2C1 (configuration not stated),-1,0.8,-13,-12,1,6,-0.027,-4,115
COc1cccc(C(=O)N2CCN(C3CCC(c4ccccc4)CC3)CC2)c1 (configuration not stated),7,0.9,-19,-12,0,4,-0.84,-10,92
CN1CCN(c2oc(-c3cccs3)nc2S(=O)(=O)c2ccccc2)CC1,-26,0.9,-11,-1,-1,-23,-2.3,1,109
O=C(c1ccc(NS(=O)(=O)c2ccccc2)cc1)N1CCN(Cc2ccc3c(c2)OCO3)CC1,0,0.9,16,-16,-6,8,-0.82,12,110
CCOC(=O)c1sc(NC(=O)CSc2ncn(-c3ccccc3)n2)nc1C,7,0.8,-12,4,-9,10,·,11,85
N#Cc1ccc(NC(=O)CN2C(=O)NC(Cc3ccccc3)C2=O)cc1 (configuration not stated),-23,1,-27,-9,-2,-6,-0.63,6,110
O=C(O)c1ccccc1C(=O)N1CC=C(c2ccccc2)CC1,-1,0.9,-9,-5,-3,0,-1.7,21,94
COc1ccccc1NC(=O)c1ccccc1NS(C)(=O)=O,15,1,-6,-8,-5,-4,0.93,6,80
CCN1CCN(C(=O)c2ccccc2N(Cc2ccccc2)S(C)(=O)=O)CC1,4,1,-11,2,-2,-9,0.086,-12,133
CC(C)C(NC(=O)C1CCCCC1)C(=O)N1CCN(c2ccc(F)cc2)CC1 (configuration not stated),12,0.9,-12,-9,0,-4,-1.8,0,76
O=C1c2ccccc2C(Nc2ccc(Cl)cn2)N1c1cccnc1 (configuration not stated),7,0.8,-4,2,-4,16,-0.021,3,87
CCCc1cc(=O)oc2cc3occ(C)c3cc12,5,0.9,6,3,-2,-16,0.91,8,79
CCCC(C)NC(=O)c1ccc(F)cc1 (configuration not stated),8,0.9,-2,-15,·,13,0.96,3,83
CCC(C)(C)n1nnnc1C(c1ccc(C)cc1)N1CCN(Cc2cccnc2)CC1 (configuration not stated),-20,0.9,-15,-2,-7,-11,0.36,26,60
CCOC(=O)C1=C(C)OC(N)=C(C#N)C1c1ccsc1 (configuration not stated),1,0.9,-20,2,-3,0,0.25,-20,115
Cc1ccc(-n2c(SCC(=O)OC(C)C)nnc2-c2ccncc2)cc1,12,0.9,10,-2,2,-3,0.11,21,85
CCOc1ccc(NC(=O)c2nccnc2CO)cc1,6,1,38,-4,0,42,2.6,7,70
O=C(O)CCc1nc2ccccc2n(CCc2ccccc2)c1=O,0,1,-8,24,-12,6,·,1,85
Cc1ccc(C2(C)NC(=O)N(CC(=O)Nc3ccc4c(c3)OCO4)C2=O)cc1 (configuration not stated),-4,0.9,2,1,1,12,·,2,117
Cc1cc(C)n(CCc2nc3c4ccccc4nc(SCc4ccc(C#N)cc4)n3n2)n1,26*,0.9,-24,-7,-4,6,0.17,-1,116
Cn1c(C(=O)N2CCCc3ccccc32)cc2c(=O)n3ccccc3nc21,3,0.8,-16,3,-1,34,-0.67,34,90
O=C(NCC1COc2ccccc2O1)C1CCCN(S(=O)(=O)c2cccc3cccnc23)C1 (configuration not stated),13,0.9,-4,-20,-1,0,-1.7,16,74
O=C(CCN1CCN(c2ccccc2F)CC1)c1ccc(Br)cc1,1,0.9,-1,-18,-1,-10,-0.35,0,-16*
CCC(C)c1ccc(NC(=O)CC(C)=O)cc1 (configuration not stated),-13,0.9,-2,-9,2,19,0.51,2,·
COC(=O)Nc1sc2c(c1C(N)=O)CCCCCC2,1,0.8,-1,-6,-2,-2,1.4,-13,124
COc1ccccc1NC(=O)Cn1nc(C(F)(F)F)c2c1CCCC2,8,0.9,-13,-6,0,-9,0.31,-22,103
COC(=O)c1ccc2c(c1)N(Cc1nc(-c3ccc(Cl)cc3)oc1C)C(=O)C1CCCN21 (configuration not stated),4,0.9,-16,-14,-10,-36,-0.32,44,65
CCC1(NC(C)=O)CC2CC1CC2NC(C)=O (configuration not stated),0,0.9,-16,3,-1,11,-0.42,-11,94
c1ccc2nc(-c3nc4ccccc4o3)ccc2c1,-3,0.9,-58,-6,2,-64,-3.9*,2,63
CN(C)c1nc(N)nc(CSc2ncc(Cl)cc2Cl)n1,3,0.9,-14,-3,-6,4,1.9,7,107
COCCNC(=O)C(c1cccs1)N(C(=O)Cn1nnc2ccccc21)c1ccccc1 (configuration not stated),-2,0.9,-13,11,3,18,0.028,19,90
Cn1c(=O)c2c(nc(CN3CCN(C(=O)c4ccco4)CC3)n2Cc2ccc(Cl)cc2)n(C)c1=O,-17,0.8,8,8,-4,21,0.96,?,100
Cc1nnc(N(C)C(=O)Cc2ccc3c(c2)OCO3)s1,3,0.9,-2,11,3,2,1.2,-11,69
COC(=O)C1(C)NC(=O)c2ccccc2N1 (configuration not stated),-20,0.9,-6,-6,-4,-7,-1.3,2,100

Entries of single compounds as entered above:
COC(=O)c1ccc2c(c1)N(Cc1nc(-c3ccc(Cl)cc3)oc1C)C(=O)C1CCCN21 (configuration not stated) is entered as FXIIa inh mix = 4; TNAP act mid DEA = 0.9; RORa activator = -16; Cdc25B block = -14; Hsp90 block = -10; SF-1 act = -36; D1 allo mod = -0.32; MKP-1 inh = 44; HER2 expr 66K = 65
CCOC(=O)C1=C(C)OC(N)=C(C#N)C1c1ccsc1 (configuration not stated) is entered as FXIIa inh mix = 1; TNAP act mid DEA = 0.9; RORa activator = -20; Cdc25B block = 2; Hsp90 block = -3; SF-1 act = 0; D1 allo mod = 0.25; MKP-1 inh = -20; HER2 expr 66K = 115
O=C(NCC1COc2ccccc2O1)C1CCCN(S(=O)(=O)c2cccc3cccnc23)C1 (configuration not stated) is entered as FXIIa inh mix = 13; TNAP act mid DEA = 0.9; RORa activator = -4; Cdc25B block = -20; Hsp90 block = -1; SF-1 act = 0; D1 allo mod = -1.7; MKP-1 inh = 16; HER2 expr 66K = 74

The listing picks up, starting three compounds before the break.
SMILES,FXIIa inh mix,TNAP act mid DEA,RORa activator,Cdc25B block,Hsp90 block,SF-1 act,D1 allo mod,MKP-1 inh,HER2 expr 66K
Cn1c(=O)c2c(nc(CN3CCN(C(=O)c4ccco4)CC3)n2Cc2ccc(Cl)cc2)n(C)c1=O,-17,0.8,8,8,-4,21,0.96,?,100
Cc1nnc(N(C)C(=O)Cc2ccc3c(c2)OCO3)s1,3,0.9,-2,11,3,2,1.2,-11,69
COC(=O)C1(C)NC(=O)c2ccccc2N1 (configuration not stated),-20,0.9,-6,-6,-4,-7,-1.3,2,100
Cn1c(=O)[nH]c(=O)c2c1nc(N1CCOCC1)n2CCN1CCOCC1,5,0.9,0,4,-4,0,0.52,-11,94
CN(C(=O)COc1cc(=O)n(C)c2ccccc12)c1cccc(Cl)c1,5,0.9,-25,-3,-5,-14,-0.1,7,84
COC(=O)C1=C(C(C)=O)C(c2ccc(C)cc2)n2nnnc2N1 (configuration not stated),7,1,15,-15,2,-2,-0.013,29,126
c1ccc(-n2nnc3c(N4CCOCC4)ncnc32)cc1,3,0.9,-31,2,-3,-52,-5.1,-22,89
